Jurkat autofluor = compound autofluorescence on Jurkat cells, primary screen, artefact control for VLA-4 allosteric ligand project, cell-based, flow cytometry; hits give high values; 1 = vehicle-only cell background; AID 576, 2007; actives 0.61% (n = 24,000); fluorescence ratio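 (tested at 10 µM compound in the well)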;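 active = fluorescence ratio above 2.44, which is 1 plus 3 SD of all ratios; inconclusive = signal too bright to measure linearly, ratio around 10 or more; inactive = fluorescence ratio below 2.44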;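 note: green fluorescence of cells measured with 488 nm excitation and 530 nm emission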
VLA-4 agonist = enhancers of LDV-FITC binding to VLA-4 integrin, primary screen, Jurkat cells, flow cytometry; activation, % at 10 µM (by protocol); 24,000 tested, under 10 active; AID 528, 2006; Integrin alpha-4 (Homo sapiens), P13612;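 active = fluorescent ligand binding to cells raised by more than 40% of the manganese-induced maximum; inconclusive = compound's own fluorescence above 85% of the ligand control signal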;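 note: 0% = ligand binding without compound and 100% = manganese-stimulated maximal binding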
Target sequence (P13612 whole entry, looked up): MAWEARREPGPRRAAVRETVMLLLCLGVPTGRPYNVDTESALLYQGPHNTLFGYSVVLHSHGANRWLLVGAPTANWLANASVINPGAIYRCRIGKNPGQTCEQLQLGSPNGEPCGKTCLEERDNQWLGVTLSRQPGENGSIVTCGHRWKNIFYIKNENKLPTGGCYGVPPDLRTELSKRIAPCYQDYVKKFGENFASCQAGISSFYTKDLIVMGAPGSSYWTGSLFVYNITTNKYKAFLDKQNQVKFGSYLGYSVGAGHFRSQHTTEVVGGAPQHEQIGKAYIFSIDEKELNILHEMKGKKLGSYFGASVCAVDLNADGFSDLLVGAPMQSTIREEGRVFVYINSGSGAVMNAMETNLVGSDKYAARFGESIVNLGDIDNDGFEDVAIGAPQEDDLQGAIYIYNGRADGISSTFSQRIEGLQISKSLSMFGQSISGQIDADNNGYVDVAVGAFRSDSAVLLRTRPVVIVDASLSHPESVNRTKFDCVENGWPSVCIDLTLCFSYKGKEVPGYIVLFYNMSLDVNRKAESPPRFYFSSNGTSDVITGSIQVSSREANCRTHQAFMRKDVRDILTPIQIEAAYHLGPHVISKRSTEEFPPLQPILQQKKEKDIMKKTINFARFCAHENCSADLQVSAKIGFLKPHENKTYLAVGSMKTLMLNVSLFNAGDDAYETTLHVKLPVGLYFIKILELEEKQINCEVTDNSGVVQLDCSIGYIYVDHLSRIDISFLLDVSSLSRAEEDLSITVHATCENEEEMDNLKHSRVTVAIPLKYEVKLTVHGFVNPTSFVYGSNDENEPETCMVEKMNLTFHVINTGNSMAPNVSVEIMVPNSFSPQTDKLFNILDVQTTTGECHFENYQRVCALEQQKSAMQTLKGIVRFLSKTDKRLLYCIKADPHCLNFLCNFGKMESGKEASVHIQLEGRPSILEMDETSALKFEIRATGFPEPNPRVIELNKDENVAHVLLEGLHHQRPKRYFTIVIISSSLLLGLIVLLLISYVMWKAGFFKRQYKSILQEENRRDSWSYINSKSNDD
Prostate diff = activators of LNCaP prostate cell differentiation, primary screen, flow cytometry side scatter | side scatter shift, % at 10 µM | AID 795, 2007 | actives 0.56% (n = 24,000) | 4 d;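 active = side scatter shift above 30%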;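 note: androgen-responsive LNCaP prostate cancer cells in charcoal-stripped serum medium; percent of cells past a gate set so DMSO wells show 10% shift; higher shift means more granular cells and more differentiation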
VLA-4 antagonist = inhibitors of LDV-FITC binding to Mn2+-activated VLA-4, primary screen, Jurkat cells; Integrin alpha-4 (Homo sapiens), P13612; actives 0.2% (n = 24,000); LDV-FITC binding with Mn2+, flow cytometry; 100% = Mn2+-driven binding gain fully reversed; inhibition, % at 10 µM (by protocol);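 active = inhibition above 50%; inconclusive = compound itself fluorescent, judged against control cell fluorescence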;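 note: 0% = Mn2+ stimulated cells lacking compound and 100% = ligand binding without Mn2+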
An asterisk follows results filed as active; ? = inconclusive; . = not tested or not shown. A portion of the library; rates above refer to the full screens.

Below each compound – Jurkat autofluor, VLA-4 agonist, Prostate diff, VLA-4 antagonist
(1) COc1ccc(NC(=O)CN2CCN(CC(=O)Nc3ccccc3Cl)CC2)cc1
→ 0.99, -2, 2, -13
(2) COc1ccc(-n2c(CNC(=O)c3cc(OC)c(OC)c(OC)c3)n[nH]c2=S)cc1
→ 1, -1, 9, 20
(3) COc1ccc(OC)c(C2=NOC(C(=O)Nc3c(C)n(C)n(-c4ccccc4)c3=O)C2)c1 (centres undefined)
→ 1, 0, 2, -8
(4) Cc1ccc(Nc2cc(=O)n(C3CCCCC3)c(=O)[nH]2)cc1C
→ 1, 0, ., 25
(5) Cc1nonc1NC(=O)OC1CCCCC1
→ 1, -2, 6, -6
(6) CN(C)C(=O)N1CCC(C(=O)NC2CCCCCCC2)CC1
→ 1, -4, 6, -6
(7) CCOC1(OCC)N=C(N)C2(C#N)C(c3ccc(NC(C)=O)cc3)C12C#N (centres undefined)
→ 1, -8, 10, 4
(8) O=C(CCCn1c(=O)[nH]c2ccccc2c1=O)NC1CCCCCC1
→ 1, 2, 4, -5
(9) O=C(NCc1cccs1)C1CCC(CNS(=O)(=O)c2cccs2)CC1 (centres undefined)
→ 1.1, -2, 7, 8
(10) COc1cccc(NC(=O)Cn2nnc(C(=O)Nc3ccccc3)c2N)c1
→ 1, 0, 11, 17
(11) O=C(Cn1cnc2c(cnn2-c2ccc(F)cc2)c1=O)N1CCCc2ccccc21
→ 0.98, 2, 6, -23
(12) COc1ccc(-c2nn3c(-c4cccc(C)c4)nnc3s2)cc1OC
→ 1.1, 0, 6, -4
(13) COc1ccc(C(=O)CSc2nc(C)cc(=O)[nH]2)cc1
→ 1, -2, 19, -12
(14) O=C1c2cccnc2C(O)N1Cc1cccs1 (centres undefined)
→ 1, 3, 13, 4
(15) O=C(CCCn1c(=S)[nH]c2ccccc2c1=O)N1CCCCC1
→ 1.1, ?, 8, ?

2 entries from above, field by field.
13: COc1ccc(C(=O)CSc2nc(C)cc(=O)[nH]2)cc1
  Jurkat autofluor = 1; VLA-4 agonist = -2; Prostate diff = 19; VLA-4 antagonist = -12
3: COc1ccc(OC)c(C2=NOC(C(=O)Nc3c(C)n(C)n(-c4ccccc4)c3=O)C2)c1 (centres undefined)
  Jurkat autofluor = 1; VLA-4 agonist = 0; Prostate diff = 2; VLA-4 antagonist = -8

Carrying on:
Below each compound – Jurkat autofluor, VLA-4 agonist, Prostate diff, VLA-4 antagonist
(16) CCOC(=O)C(C)Sc1ncnc2c1nnn2-c1ccc(F)cc1 (centres undefined)
→ 0.98, -1, 5, -4
(17) CCN(CC)S(=O)(=O)c1ccc2[nH]cc(C(=O)NCCN3CCCCCC3)c(=O)c2c1
→ 0.99, 4, 5, -42
(18) O=C(CN(Cc1ccco1)C(=O)c1cc(=O)[nH]c2ccccc12)Nc1ccccc1Br
→ 0.99, -9, 13, 4
(19) COc1ccc(-c2noc(-c3ccccc3F)n2)cc1
→ 1, ?, 9, ?
(20) Cc1cc(NC(=O)c2ccc3nc(-c4ccccc4)c(-c4ccccc4)nc3c2)no1
→ 1.1, 0, 6, -20
(21) O=C(CCCCCN1C(=O)c2ccccc2C1=O)Nc1ccc(S(=O)(=O)N2CCCCC2)cc1
→ 1.1, ?, 5, ?
(22) CCCCN(C)C(=O)c1ccc(CS(=O)(=O)c2ccccc2C)o1
→ 0.98, -4, 9, -6
(23) O=C(c1ccccc1S(=O)(=O)NCc1ccccc1)N1CCCCC1
→ 1.1, 1, 4, 1
(24) O=C(NC1CCCCCC1)C1CCCN(S(=O)(=O)c2cccs2)C1 (centres undefined)
→ 1.2, -8, 10, 11
(25) Cn1c(=O)cc(OCCCC(=O)N2CCCCC2)c2ccccc21
→ 1, 1, 12, -6
(26) CCOC(=O)N1CCN(CCC(=O)Nc2ccc(OC(F)(F)F)cc2)CC1
→ 1, -2, 12, 10
(27) Cn1c(=O)oc2cc(S(=O)(=O)N3CCc4ccccc4C3)ccc21
→ 0.89, 5, 11, -7
(28) CC1CCCCN1CCNC(=O)C1CCN(S(=O)(=O)c2cccc3cccnc23)CC1 (centres undefined)
→ 1, 1, 9, -11
(29) O=C(c1cccc(F)c1)N1C2C=CC(C2)C1(C(F)(F)F)C(F)(F)F (centres undefined)
→ 0.99, 2, 14, 0
(30) Cc1ccccc1CN1CCCNC1=O
→ 1.1, 1, 10, 7

Sorted by heavy-atom count (highest first): 3 of the compounds above
Below each compound – Jurkat autofluor, VLA-4 agonist, Prostate diff, VLA-4 antagonist
(28) CC1CCCCN1CCNC(=O)C1CCN(S(=O)(=O)c2cccc3cccnc23)CC1 (centres undefined)
→ 1, 1, 9, -11
(27) Cn1c(=O)oc2cc(S(=O)(=O)N3CCc4ccccc4C3)ccc21
→ 0.89, 5, 11, -7
(30) Cc1ccccc1CN1CCCNC1=O
→ 1.1, 1, 10, 7

(next part)
Below each compound – Jurkat autofluor, VLA-4 agonist, Prostate diff, VLA-4 antagonist
(31) Fc1ccccc1C(c1nnnn1Cc1ccc2c(c1)OCO2)N1CCN(Cc2ccccc2)CC1 (centres undefined)
→ 1, -2, 3, -6
(32) CCOC(=O)N1CCN(S(=O)(=O)c2cc(OCC)ccc2OCC)CC1
→ 0.96, 4, 4, -39
(33) Cc1nc(N2CCN(C)CC2)c2sc(=S)n(-c3ccccc3)c2n1
→ 1.1, -4, 12, 3
(34) CCN1CCN(Cc2ccc(NC(=O)Nc3cccs3)cc2)CC1
→ 1, 2, 1, -17
(35) N#CC(C(=O)Nc1ccc(Cl)c(Cl)c1)=C1Nc2ccccc2N1
→ 1.1, -4, 7, -10
(36) Cc1ccc2c(C)nc(Nc3nc(CSc4nnnn4-c4ccccc4)cc(=O)[nH]3)nc2c1
→ 1.1, -15, 6, 16
(37) CCCCNC(=O)CC1N=C2c3ccccc3N=C(SCC(=O)Nc3cccc(C)c3)N2C1=O (centres undefined)
→ 1.1, -2, 2, -1
(38) Cc1onc(-c2ccccc2)c1C(=O)Nc1ccccc1C#N
→ 0.94, -1, 4, -24
(39) Cc1ccc2nc(NC3=NCN(Cc4ccco4)CN3)nc(C)c2c1
→ 3.5*, ?, 4, ?
(40) COc1ccc(NC(=O)CN(c2cc(C)cc(C)c2)S(=O)(=O)c2c(C)n[nH]c2C)cc1
→ 1.1, -5, 8, 12
(41) O=C(C1CC(c2ccc(F)cc2)=NO1)N1CCN(c2ccccc2)CC1 (centres undefined)
→ 1, 3, 9, -8
(42) Cc1ccc(-n2nnc3c(SCC(=O)NCc4ccco4)ncnc32)cc1
→ 1.1, -5, 4, 5
(43) CCOc1cc(C)c(Cl)cc1S(=O)(=O)N(C)C
→ 1, -6, 5, -4
(44) CCOc1ccc2nc(N3CCC(C(=O)N4CCN(c5ccccn5)CC4)CC3)sc2c1
→ 1.3, -17, 12, 54*
(45) CCCCCOc1ccc(C2NC(=O)NC2=O)cc1 (centres undefined)
→ 1.1, -3, 3, 12

Taken from above.
For Jurkat autofluor, no. 37 has the entry 1.1
For Prostate diff, no. 32 has the entry 4
For VLA-4 antagonist, no. 38 has the entry -24
For VLA-4 agonist, no. 31 has the entry -2
For Jurkat autofluor, no. 45 has the entry 1.1

Quoted at random: two compounds from above
Below each compound – Jurkat autofluor, VLA-4 agonist, Prostate diff, VLA-4 antagonist
(43) CCOc1cc(C)c(Cl)cc1S(=O)(=O)N(C)C
→ 1, -6, 5, -4
(32) CCOC(=O)N1CCN(S(=O)(=O)c2cc(OCC)ccc2OCC)CC1
→ 0.96, 4, 4, -39

Following part.
Below each compound – Jurkat autofluor, VLA-4 agonist, Prostate diff, VLA-4 antagonist
(46) C=CCOc1ccc(C2C(C(=O)c3ccco3)=C(O)C(=O)N2Cc2cccnc2)cc1 (centres undefined)
→ 0.97, 4, 15, -36
(47) O=C(O)c1ccc2c(c1)C(=O)N(C(Cc1ccc(O)cc1)C(=O)O)C2=O (centres undefined)
→ 0.92, -5, 5, 1
(48) CCOC(=O)CSc1nnc(CNC(=O)c2ccc(OC)c(OC)c2)n1C
→ 1, -3, 12, -12
(49) Cc1cc(-c2ccccc2N)n[nH]1
→ 1.1, 0, 6, 5
(50) Cc1nnc(SCCn2c(N3CCC(Cc4ccccc4)CC3)nc3c2c(=O)[nH]c(=O)n3C)s1
→ 1, 6, 4, -12
(51) CSCCC(NC(=O)C1CCC(C)CC1)C(=O)NCc1ccco1 (centres undefined)
→ 0.97, 3, 3, -14
(52) CC(=O)c1cccc(NC(=O)Nc2cc3sccc3n2C)c1
→ 1.7, ?, 4, ?
(53) O=C(Nc1ccc2c(c1)nc1n2CCSC1)c1ccccc1
→ 0.99, 10, 6, -21
(54) O=c1cc(CSc2nnc(-c3ccccc3)o2)c2ccccc2[nH]1
→ 1.1, -9, 11, 7
(55) CS(=O)(=O)NCC(c1cccnc1)N1CCN(c2ccc(F)cc2)CC1 (centres undefined)
→ 1.1, 1, 11, -6
(56) CCSC1=C(C#N)C(c2cccc(OC)c2)CC(=O)N1 (centres undefined)
→ 1.1, 6, 17, -34
(57) Cc1noc(/C=C/N(C)C)c1S(=O)(=O)N1CCCC(C(=O)N2CCCCC2)C1 (centres undefined)
→ 1, 0, 7, -9
(58) O=C(Cn1cnc2ccccc2c1=O)NCC(=O)N1CCN(Cc2ccc3c(c2)OCO3)CC1
→ 1, -12, 3, 1
(59) O=S(=O)(NCc1ccccn1)c1cccc2nsnc12
→ 1, 7, 13, -41
(60) COc1cc(NC(=O)C(C)Oc2ccccc2)c(C(=O)O)cc1OC (centres undefined)
→ 0.96, 8, 8, -16
(61) CCOC(=O)c1ccc(Oc2cc(C)nc(SC)n2)cc1
→ 0.95, 14, 16, -18
(62) CCn1cc(C(=O)NCc2ccccc2OC)c(=O)c2cc(S(=O)(=O)N(C)C)ccc21
→ 1.1, -2, 10, -4
(63) Cc1ccc(NC(=O)CCc2c(C)nc3ncnn3c2C)nc1
→ 1.1, 1, 9, -4
(64) C=CCN=c1sc(C(=O)OC)cc(=O)n1CC=C
→ 1.1, -8, 10, 14
(65) Cc1[nH]c(=O)[nH]c(=O)c1S(=O)(=O)N1CCC(C(=O)N2CCN(Cc3ccccc3)CC2)CC1
→ 0.99, -2, 1, 8
(66) O=C(Cn1c(=O)oc2cc(S(=O)(=O)N3CCOCC3)ccc21)N1CCc2ccccc2C1
→ 0.97, -4, 1, -12
(67) O=C(Nc1cccc2c1CCCC2)C1CCCN(S(=O)(=O)c2cccc3nonc23)C1 (centres undefined)
→ 1.1, -6, 4, 8
(68) C#CC(CO)N(CCN(Cc1ccccc1)C(C#C)CO)Cc1ccccc1 (centres undefined)
→ 1, -5, 8, 2
(69) CCOc1ccc(NC(=O)C2CC(=O)N(CC)C(=Nc3ccc4c(c3)OCO4)S2)cc1 (centres undefined)
→ 0.95, 3, 11, -12
(70) N#CCCS(=O)(=O)c1nnnn1-c1ccccc1
→ 1.2, ?, 23, ?
(71) O=C(O)CC(NC(=O)c1ccccc1NC(=O)c1ccccc1)C(=O)O (centres undefined)
→ 1.1, -1, 10, -6
(72) O=C(Nc1ccon1)c1cccc(S(=O)(=O)N2CCCC2)c1
→ 0.98, -1, 2, 0
(73) O=C(CS(=O)(=O)c1cn(Cc2ccc(Cl)cc2)c2ccccc12)N1CCOCC1
→ 0.96, 10, 8, 4
(74) CCOC(=O)N1CCN(S(=O)(=O)c2cc(C)c(C)cc2C)CC1
→ 0.99, -2, 20, 9
(75) NC(=O)CSc1oc(-c2ccc(F)cc2)nc1S(=O)(=O)c1ccccc1
→ 1.2, -4, 5, 10
(76) CCC1CCCCN1CCNC(=O)C1CCN(S(=O)(=O)c2c(C)noc2C)CC1 (centres undefined)
→ 0.94, 3, 5, -12
(77) CCOC(=O)N1CCN(c2c(NCCc3ccc(OC)c(OC)c3)c(=O)c2=O)CC1
→ 0.81, ?, 4, ?
(78) Cc1noc(C)c1S(=O)(=O)N1CCCC(C(=O)NCCc2ccccc2)C1 (centres undefined)
→ 1, 0, 13, -13
(79) O=C(NC1CCCC1)c1cnc2n(c1=O)CCS2
→ 0.98, 0, 15, 7
(80) CCn1c(C(Cc2ccccc2)NC(=O)COC)nc2ccccc21 (centres undefined)
→ 1, 1, 4, 1
(81) CCOC(=O)N1CCC(N2C(=O)c3ccc(C(=O)NCc4ccco4)cc3C2=O)CC1
→ 0.99, 4, 6, -2
(82) COc1ccc(CN2CC(C(=O)NCCCOC(C)C)CC2=O)cc1 (centres undefined)
→ 1.1, 2, 8, -14
(83) CCCN(CCC)CCNc1c(N2CCN(C(=O)OCC)CC2)c(=O)c1=O
→ 1.1, -1, 4, -7
(84) COCCCNC(=O)CC(NS(=O)(=O)c1ccc(OC)cc1)c1ccc(OC)cc1 (centres undefined)
→ 1, 5, 13, 4

Screens deposited in PubChem BioAssay by NMMLSC.
